Hsp70 displacement: small molecules displacing fluorescent ligand from Hsp70 – biochemical, fluorescence polarization, primary screen (AID 583) | 140,000 compounds, 0.06% hits | Hsp70 fluorescence polarization probe displacement, mP; higher % means a stronger effect | one-dose displacement, % at 20 µM; IC50 in µM for titrated hits; in the data active means displacement above about 50%;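 further: plate controls were vehicle for no effect and reference ligand for full effect; a part of the inactive calls stands beside numbers as strong as those of hits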
Rat MKP-3 inhibitors: MKP-3 phosphatase inhibitors, primary screen, biochemical, rat enzyme, in vitro (AID 425); recombinant MKP-3 phosphatase activity, fluorescence; higher % means a stronger effect; inhibition, % at 20 µM; hits with a dose series show IC50 in µM; 110,000 compounds, 0.17% hits; in the data active means inhibition above about 50%;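 further: plate controls were vehicle for no effect and reference inhibitor for full effect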
* = called active by the depositor; / = not tested or not shown; & = joins results of further samples. An excerpt; the hit share may differ from the screen's.

SMILES	Hsp70 displacement	Rat MKP-3 inhibitors
CCOc1ccc(NC(=O)c2nnn(CC(=O)Nc3ccccc3OCC)c2N)cc1	-2.3%	0.4%
Cc1ccc(Cc2cnc(NC(=O)c3cccc([N+](=O)[O-])c3)s2)cc1	4.9%	1.3%
CCOC(=O)Cc1cc(OC)c(OC)cc1/C(C)=N/Nc1ccccc1	1.0%	4.2%
Cc1nc(C)c(C(=O)C2=C(O)C(=O)N(CCN(C)C)C2c2ccccc2)s1 (stereo not given)	-2.1%	5.1%
COc1ccc(S(=O)(=O)N[C@H](C(=O)O)C(C)C)cc1	-4.8%	-8.2%
N#Cc1nc(COc2ccc(F)cc2)oc1N1CCC(Cc2ccccc2)CC1	5.3%	/
O=C(Nc1ccc(C23CC4CC(CC(C4)C2)C3)cc1)c1ccccc1Cl	0.1%	0.4%
Cc1ccc(NC(=O)Cn2c(=O)n(CCCC(=O)NCc3ccco3)c(=O)c3ccccc32)cc1	0.8%	4.4%
O=C(c1cccs1)N1CCN(C(c2ccccc2)c2ccccc2)CC1	0.4%	-0.8%
C=CCN1C(=O)/C(=C\c2ccc3ccccc3c2)SC1=S	0.9%	0.2%
CCC(=O)Nc1ccc(NC(=O)c2cccc(Cl)c2Cl)cc1	1.0%	3.1%
CCCC1C2C(=O)N(c3ccc(OC)cc3)C(=O)C2ON1c1ccccc1 (stereo not given)	-2.0%	/
CC(=O)Nc1ccc(Br)cc1C(NCC(=O)NN)c1ccccc1 (stereo not given)	4.1%	1.6%
CCOC(=O)NC1(NC(C)C)Oc2ccccc2O1	-2.1%	/
CC(C)(C)OC(=O)NCCc1nnc(SCc2ccccc2Cl)o1	4.2%	-4.2%
O=C(Nc1nc2ccccc2s1)c1ccc(-c2ccccc2)cc1	-4.1%	-1.6%
Cc1ccccc1OCC(=O)Nn1c(COc2ccccc2)nc2ccccc2c1=O	2.8%	/
COc1cc(/C=C/C2=NC(=O)C(C)(C)O2)ccc1O	3.2%	8.4%
CCCCn1c(CCNC(=O)CCC)nc2ccccc21	6.7%	1.2%
COc1ccccc1CC(=O)Nc1cccc(C)c1	-2.5%	3.4%
Cc1cc(C)nc(SCC(=O)N/N=C/c2c(Cl)cccc2Cl)n1	-2.2%	0.0%
CC(=O)C1=C(C)NC(C)=C(C(C)=O)C1c1ccc(-c2ccccc2Cl)o1	3.4%	-11.6%
CC(C)NS(=O)(=O)c1ccc(OCC(=O)Nc2ccc(F)cc2F)cc1	-4.7%	/
COc1cccc(C(=O)NCCC2=CCCCC2)c1OC	0.5%	-0.5%
CCCCN(CCCC)CC(O)COc1ccccc1C(=O)Nc1ccccc1 (stereo not given)	-5.7%	3.6%

6 entries drawn at random from the list so far, as already listed:
SMILES	Hsp70 displacement	Rat MKP-3 inhibitors
CC(=O)C1=C(C)NC(C)=C(C(C)=O)C1c1ccc(-c2ccccc2Cl)o1	3.4%	-11.6%
CCOc1ccc(NC(=O)c2nnn(CC(=O)Nc3ccccc3OCC)c2N)cc1	-2.3%	0.4%
CC(C)NS(=O)(=O)c1ccc(OCC(=O)Nc2ccc(F)cc2F)cc1	-4.7%	/
COc1cccc(C(=O)NCCC2=CCCCC2)c1OC	0.5%	-0.5%
COc1cc(/C=C/C2=NC(=O)C(C)(C)O2)ccc1O	3.2%	8.4%
CCCCn1c(CCNC(=O)CCC)nc2ccccc21	6.7%	1.2%

Shown with two lines to a compound: two of the compounds above.
Results follow in this order: Hsp70 displacement, Rat MKP-3 inhibitors
CC(=O)Nc1ccc(Br)cc1C(NCC(=O)NN)c1ccccc1 (stereo not given)
  4.1%, 1.6%
CCOC(=O)NC1(NC(C)C)Oc2ccccc2O1
  -2.1%, /

The listing continues.
SMILES	Hsp70 displacement	Rat MKP-3 inhibitors
CCC(Sc1ncccc1C(=O)OCCN1CCCC1=O)C(=O)NCc1ccco1 (stereo not given)	-3.7%	0.7%
O=C1N(c2ccccc2)C2CS(=O)(=O)CC2N1c1ccc(Cl)c(Cl)c1 (stereo not given)	-2.3%	-5.7%
COc1ccc(N(CC(=O)N/N=C\c2ccccc2O)S(=O)(=O)c2ccc(C)c([N+](=O)[O-])c2)cc1	-5.3%	1.2%
c1ccc(NCCCNc2ccccc2)cc1	-3.1%	-9.4%
Cn1cc(CNC(=O)Nc2ccc3c(c2)OCO3)cn1	/	-5.4%
CC(C(=O)NCCc1ccccc1)N1C(=O)c2ccccc2C1=O (stereo not given)	3.3%	0.6%
Cc1ccc(S(=O)(=O)N2CCN(C3CC(=O)N(Cc4ccccc4)C3=O)CC2)cc1C (stereo not given)	-1.9%	-6.8%
CC(NS(=O)(=O)c1ccc(Br)cc1)C(N)=O (stereo not given)	0.0%	-2.5%
COc1ccc(N(CC(=O)Nc2ccc(Cl)cc2)S(C)(=O)=O)c(OC)c1	-6.0%	-3.1%
CCCOc1ccc(C(=O)N2CCCCC2C)cc1 (stereo not given)	-0.8%	4.1%
COc1ccc(OC)c(N2C(=O)C(Cl)=C(N3CCCCC3)C2=O)c1	1.0%	5.8%
COc1ccc2oc(=N)c(C(=O)Nc3ccccc3)cc2c1	1.4%	-4.1%
CC1Cc2ccccc2N1C(=O)CSc1nnnn1Cc1ccccc1 (stereo not given)	-3.5%	-0.8%
Cn1c(C(=O)N2CCCCCC2)cc2c(=O)n(C)c3ccccc3c21	-1.0%	-2.3%
CCc1ccc(NC(=O)c2cc3cc(Br)ccc3oc2=O)cc1	1.1%	-0.8%
CC(NC(=O)CSc1nc2ccccc2n1CCC#N)c1ccc(F)cc1 (stereo not given)	1.6%	/
COc1cccc(N2C(=O)CC(N3CCN(CCN=CC4=C(O)CC(C)(C)CC4=O)CC3)C2=O)c1 (stereo not given)	-2.0%	0.6%
O=C(COC(=O)c1ccccc1NC(=O)c1ccco1)Nc1ncc(Cl)cc1Cl	6.4%	/
Cc1nc2c(-c3ccccc3)c(C)nn2c(C)c1CCC(=O)NCc1ccco1	0.1%	2.7%
CCOC(=O)c1cc2sccc2n1CC(=O)N1CCCc2ccccc21	3.4%	-13.3%
CCn1c2ccccc2c2nnc(SCC(=O)NCc3cccs3)nc21	5.4%	-7.3%
CC(=O)Nc1ccc(NC(=O)c2ccccc2C)cc1	0.7%	/
CC1(C(=O)O)CCC(C(=O)NCCc2ccccc2)C1(C)C (stereo not given)	0.3%	-6.6%
CCN(CC)C(=O)c1cc(-c2ccc(OC)cc2)nc2ccccc12	-0.8%	0.6%
Cc1[nH]n(S(=O)(=O)c2ccccc2)c(=O)c1N=Nc1cccc(Cl)c1	-4.6%	0.5%
Other entries
SMILES	Hsp70 displacement	Rat MKP-3 inhibitors
O=C1c2cccc3c(N4CCCCC4)ccc(c23)C(=O)N1CCO	6.4%	3.7%
CC(=O)Nc1ccc(S(=O)(=O)N2CCc3ccccc3C2)cc1	5.2%	/
Cc1cccc(-c2cc3nc(C)cc(N4CC(C)CC(C)C4)n3n2)c1 (stereo not given)	-4.5%	/
O=C(NCCO)C(=O)NCc1ccccc1	-0.9%	-0.7%
CC1(C)CC(CCC(=O)Nc2ccccc2Cl)C(=O)O1 (stereo not given)	-0.5%	-4.7%
CCCc1nc2ccccc2c(C(=O)OCC(=O)Nc2ccc(S(=O)(=O)N3CCOCC3)cc2)c1CC	-0.3%	/
O=C(Nc1sc2c(c1C(=O)N1CCCCC1)CCCC2)c1cccs1	5.4%	0.1%
COc1cc(O)c(NC(C)=O)c2nonc12	-0.5%&1.1%	4.9%&2.8%
COc1ccc(-n2c(C)cc(C(=O)CSc3nnc(-c4cccs4)o3)c2C)cc1	-1.1%	2.2%
COc1ccc(N2C(=O)CN=C2Nc2nc(C)cc(C)n2)cc1OC	0.7%	/
CCOCCCNS(=O)(=O)c1ccc2c(c1)CCN2C(=O)CC	/	-2.0%
Cc1cc(Cl)ccc1OCC(=O)N1CCC(C(N)=O)CC1	-2.5%	-2.7%
COc1ccc2c(c1[N+](=O)[O-])CCC/C2=N/OC(=O)c1cccc2ccccc12	-2.7%&8.8%	-4.2%
O=c1c2c(nc3c(-c4ccccc4)c[nH]n13)CCCC2	-6.7%	-4.7%
Cc1c(NC(=O)c2ccc3c(c2)OCCO3)cccc1-c1nc2ncccc2o1	3.1%	2.5%
O=C(/C=C/c1ccc(F)cc1)Nc1cccc2ncccc12	3.1%	-1.6%
COC(=O)CN(c1ccc(OC)cc1OC)S(=O)(=O)c1ccccc1[N+](=O)[O-]	-0.6%	1.9%
COc1ccc(CN(CCCN2CCOCC2)S(=O)(=O)N(C)C)cc1OC	1.7%	-0.6%
CCn1c(SCC(=O)N2c3ccccc3Sc3ccccc32)nnc1-c1ccco1	2.3%	-9.7%
Cc1cc(NC(=O)CCC(=O)N(Cc2cccs2)C(C(=O)NC2CCCC2)c2ccncc2)no1 (stereo not given)	-2.2%	3.5%
CCOc1ccc(C2CC(c3cccc(OC)c3OC)n3nnnc3N2)cc1Cl (stereo not given)	0.5%	1.1%
COc1ccc(NC(=O)C2CC(=O)N(c3ccc(Br)cc3)C2)cc1 (stereo not given)	/	-2.2%
CC(C)(C)c1ccc(Oc2cccc(C3CC(=O)C(C4NCCc5ccccc54)C(=O)C3n3cncn3)c2)cc1 (stereo not given)	2.4%	/
CCOC(=O)C1=C(C)Nc2ncnn2C1c1cccs1 (stereo not given)	2.9%	/
O=C(Nc1nnc(Cc2ccccc2)s1)c1cccs1	-1.3%	-9.0%

An excerpt from above in order of number of heavy atoms, high to low.
SMILES	Hsp70 displacement	Rat MKP-3 inhibitors
COc1ccc(-n2c(C)cc(C(=O)CSc3nnc(-c4cccs4)o3)c2C)cc1	-1.1%	2.2%
COc1ccc(CN(CCCN2CCOCC2)S(=O)(=O)N(C)C)cc1OC	1.7%	-0.6%
COc1ccc(N2C(=O)CN=C2Nc2nc(C)cc(C)n2)cc1OC	0.7%	/
CCOCCCNS(=O)(=O)c1ccc2c(c1)CCN2C(=O)CC	/	-2.0%
O=c1c2c(nc3c(-c4ccccc4)c[nH]n13)CCCC2	-6.7%	-4.7%

(more compounds)
SMILES	Hsp70 displacement	Rat MKP-3 inhibitors
CCOC(=O)C(C(=O)OCC)C(C#N)c1ccccc1 (stereo not given)	-2.0%	-2.3%
O=C(NC1CCCCCCC1)C1c2ccccc2C(=O)N1Cc1ccco1 (stereo not given)	0.9%	/
COc1ccc(C2=NN(C(=O)CCC(=O)O)C(c3ccc(F)cc3)C2)cc1 (stereo not given)	3.9%	1.0%
Cn1c(=O)[nH]c(=O)c2c1nc(N1CCCCCC1)n2CC(N)=O	-2.0%	/
Cc1ccc(S(=O)(=O)NCc2ccncc2)cc1[N+](=O)[O-]	1.1%	-2.7%
N#C/C(=C/c1ccc(C#N)cc1)C(=O)Nc1cccc(Br)c1	10.8%	-0.2%
CCOC(=O)C1=C(C)N=c2s/c(=C\c3ccc(OC)c(OC)c3OC)c(=O)n2C1c1ccc(Cl)cc1 (stereo not given)	-1.9%	1.7%
CCOCCOC(=O)c1cccc(NC(=O)/C=C/c2ccc(Cl)cc2Cl)c1	-0.5%	3.2%
CCOC(=O)n1ccc(C(=O)Nc2ccccc2F)n1	3.2%	-3.2%
CCOC(=O)c1sc(C)c2c(=O)[nH]cnc12	1.2%	-0.7%
CCOc1ccc(C(=O)Nc2ccccc2C(N)=O)cc1	-1.6%	5.7%
C=CCn1c(SCC(=O)N2CCN(c3ccc(F)cc3)CC2)nnc1-c1cccs1	-1.1%	-12.0%
COCCNC(=O)c1cnn2c1NC(c1ccc(OC)c(OC)c1)CC2C(F)(F)F (stereo not given)	1.4%	-0.3%
CC(C)(C)C#C/C=N/n1nnc(-c2ccccc2)n1	-1.2%	2.9%
CCOC(=O)c1sc(NC(=O)CSc2nc(-c3ccco3)cc(C(F)(F)F)n2)c(C(=O)OC(C)C)c1C	0.3%	/
COc1ccc(OC)c(C2/C(=C(/O)c3cnn(-c4ccccc4)c3C)C(=O)C(=O)N2CCN(C)C)c1 (stereo not given)	-1.7%	4.1%
Cc1ccc(N2C(=O)c3ccccc3NC2c2ccccc2)cc1Cl (stereo not given)	1.3%	-0.3%
CC1CCN(CC(=O)NCc2ccccc2)CC1	2.2%	-18.9%
COc1ccc(S(=O)(=O)N2CCC(N3CCCCC3)CC2)cc1	2.7%	-4.5%
O=C(C1CC1)N1CCC(c2nc(-c3ccc(S(=O)(=O)NCC4CCCO4)cc3)no2)CC1 (stereo not given)	-1.5%	-8.2%
CSCCC(=O)Nc1ccc(C(C)=O)cc1	2.0%	-4.4%
COc1ccc(CCNS(=O)(=O)c2cccc([N+](=O)[O-])c2)cc1OC	-3.2%	3.6%
CC(C)C(=O)Nc1cccc(C(=O)N2CCCCC2C)c1 (stereo not given)	-0.9%	/
Nn1c(SCC(=O)N2CCCc3ccccc32)nnc1-c1ccc(Cl)cc1	0.6%	-4.7%
O=C(/C=C/c1ccc2c(c1)OCO2)c1ccc(Br)cc1	0.3%	0.3%
Continuation:
SMILES	Hsp70 displacement	Rat MKP-3 inhibitors
COCc1cc(CN2CCCC2)c(O)c2ncccc12	-2.4%	-2.0%
CCCCCNC(=O)c1ccc2c(=O)[nH]c3c(C(=O)NCC4CCCO4)sc(=S)n3c2c1 (stereo not given)	13.8%	2.2%
O=C(CSc1ccc2ccccc2n1)c1ccc2c(c1)OCO2	-3.4%	/
O=S(=O)(NCCOCCNS(=O)(=O)c1ccccc1)c1ccccc1	1.4%	-1.6%
C=C(C)c1cccc(C(C)(C)NC(=O)N2CCN(C)CC2)c1	2.2%	-10.8%
Cc1cc(C)cc(NC(=O)CN(C)S(=O)(=O)c2cnc[nH]2)c1	-0.3%	-3.6%
O=C(NCc1ccco1)c1ccc(Br)c(S(=O)(=O)N2CCCCC2)c1	1.2%	-13.7%
Cc1ccc(C)c(NC(=O)CCCCCCCCCCC2COCCO2)c1 (stereo not given)	5.2%	-1.9%
Cc1ccccc1NC(=O)C(C#N)Cc1cccnc1 (stereo not given)	-1.9%	-9.4%
O=C(Nc1ccc(Cl)cc1C(=O)Nc1ccc(Br)cn1)c1ccco1	-2.1%	-2.3%
Cc1cc(C)n2cc(CSc3nnc(N)s3)nc2n1	1.4%	5.1%
Cc1ccc(N2NC(=O)/C(=C/C=C/c3ccccc3)C2=O)cc1C	9.3%	-0.3%

Bioassay records from PubChem BioAssay.
